# rad50 = NCI yeast anticancer drug screen, S. cerevisiae rad50 strain; growth inhibition, % at 50 µM; actives 10% (n = 79,000); AID 155;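 also: 0% = growth of vehicle-only cultures of the same strain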
#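 Readout: growth inhibition relative to vehicle-treated cultures. Compound exposure was carried out in a genetically defined yeast strain deficient in DNA damage repair.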
# cln2 rad14 = NCI yeast anticancer drug screen, S. cerevisiae cln2 rad14 strain | growth inhibition, % at 50 µM | actives 8.3% (n = 78,000) | AID 165;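 also: 0% = growth of vehicle-only cultures of the same strain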
#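 Growth inhibition, relative to vehicle-treated controls, is the read-out. The test organism is a yeast strain with defined genetic alterations, cln2 rad14.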
# sgs1 mgt1 = NCI yeast anticancer drug screen, S. cerevisiae sgs1 mgt1 strain; % growth inhibition at 50 µM; actives 10% (n = 78,000);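 also: 0% = growth of vehicle-only cultures of the same strain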
#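 Read-out: growth inhibition vs vehicle controls. Cells: mutant yeast strain deficient in DNA damage repair.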
# yeast mec2-1 = NCI yeast anticancer drug screen, S. cerevisiae mec2-1 strain | growth inhibition, % at 50 µM | actives 9% (n = 79,000);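 also: 0% = growth of vehicle-only cultures of the same strain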
#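 Yeast mec2-1 mutant treated with compound. Readout: growth inhibition vs vehicle controls.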
# yeast mlh1 rad18 = NCI yeast anticancer drug screen, S. cerevisiae mlh1 rad18 strain; growth inhibition, % at 50 µM; AID 175; actives 11% (n = 79,000);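 also: 0% = growth of vehicle-only cultures of the same strain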
#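 In this whole-cell yeast screen, a strain with altered DNA damage repair is challenged with compound, and its growth is measured against matched vehicle-treated controls.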
# bub3 = NCI yeast anticancer drug screen, S. cerevisiae bub3 mutant strain; % growth inhibition at 50 µM; actives 9.9% (n = 78,000);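 also: 0% = growth of vehicle-only cultures of the same strain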
#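 Compounds were applied to a genetically altered yeast strain carrying a cell-cycle control defect. Growth inhibition was scored against vehicle-treated controls.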
# An asterisk follows results filed as active; / = not tested or not shown; & = joins results of further samples. Rule as the data show it: active = growth inhibition above about 70%; inactive = the rest.
# The first 19 records as a preview:
SMILES,rad50,cln2 rad14,sgs1 mgt1,yeast mec2-1,yeast mlh1 rad18,bub3
CCN(Cc1ccccc1)C(=O)NC(C)(C)C,4,-12,3,-6,-3,-4
CC(=O)OCC1OC2OC(=O)NC2C(OC(C)=O)C1OC(C)=O (stereo not drawn),5,-15,-17,11,-7,-9
CCNC(=O)C(C(=O)OC)c1ccccc1 (stereo not drawn),4,-3,5,-2,1,31
CCOC(=O)C1Cc2c([nH]c(=O)[nH]c2=O)OC1c1ccc(OC)cc1 (stereo not drawn),26,19,6,7,8,27
COC(=O)CCCC1=NC2=CC=CC3=NC(C)=NC(=N1)N23,-24,-24,-21,-28,-53,-39
Cc1cc(N2CCOCC2)n2c(nc3ccccc32)c1C#N,25,11,12,8,19,13
NC1=NN(c2ccccc2)C(=O)C1C(=O)C(=O)Nc1ccc(Cl)cc1 (stereo not drawn),-8,12,12,-24,6,3
C=C(C)C(=O)OCCCCC,9,7,4,5,3,-4
O=c1n(-c2ccccc2)c(=O)n2n1C1C=CC2C23C=CC12CCCC3 (stereo not drawn),14,12,9,8,23,26
COc1ccc(CCC2c3cc(OC)c(OC)cc3CCN2C)cc1OC (stereo not drawn),-41,5,-7,-16,-5,-20
COc1ccc2c(c1)N(CC(C)CN(C)C)c1ccccc1S2 (stereo not drawn),1,-4,-1,26,11,39
N#CC12C(=N)CCC1C1CC2C2C3C=CC(C3)C12 (stereo not drawn),-16,-39,2,2,-11,-7
C=C/C=C/CC=C,34,85*,7,1,60,21
CCOC(=S)SCc1cc(C(C)(C)C)c(O)c(C(C)(C)C)c1,3,-20,20,14,2,1
COc1ccc(/C=C2/N=C(c3ccccc3)OC2=O)cc1,-3,-29,0,-8,-7,-2
CC1C(c2ccc3c(c2)OCO3)CC(Cl)CC12C=C1OCOC1=CC2=O (stereo not drawn),19,10,27,-12,22,54
CCC(O)CC(CC)CO (stereo not drawn),-4,-33,4,-3,-10,-12
CN1CCCC(CO)C1 (stereo not drawn),-11,7,-8,-10,-5,8
C=CCOc1ccc(N)c([N+](=O)[O-])c1,42,14,23,41,3,37

# The listing, from the first entry:
SMILES,rad50,cln2 rad14,sgs1 mgt1,yeast mec2-1,yeast mlh1 rad18,bub3
CCN(Cc1ccccc1)C(=O)NC(C)(C)C,4,-12,3,-6,-3,-4
CC(=O)OCC1OC2OC(=O)NC2C(OC(C)=O)C1OC(C)=O (stereo not drawn),5,-15,-17,11,-7,-9
CCNC(=O)C(C(=O)OC)c1ccccc1 (stereo not drawn),4,-3,5,-2,1,31
CCOC(=O)C1Cc2c([nH]c(=O)[nH]c2=O)OC1c1ccc(OC)cc1 (stereo not drawn),26,19,6,7,8,27
COC(=O)CCCC1=NC2=CC=CC3=NC(C)=NC(=N1)N23,-24,-24,-21,-28,-53,-39
Cc1cc(N2CCOCC2)n2c(nc3ccccc32)c1C#N,25,11,12,8,19,13
NC1=NN(c2ccccc2)C(=O)C1C(=O)C(=O)Nc1ccc(Cl)cc1 (stereo not drawn),-8,12,12,-24,6,3
C=C(C)C(=O)OCCCCC,9,7,4,5,3,-4
O=c1n(-c2ccccc2)c(=O)n2n1C1C=CC2C23C=CC12CCCC3 (stereo not drawn),14,12,9,8,23,26
COc1ccc(CCC2c3cc(OC)c(OC)cc3CCN2C)cc1OC (stereo not drawn),-41,5,-7,-16,-5,-20
COc1ccc2c(c1)N(CC(C)CN(C)C)c1ccccc1S2 (stereo not drawn),1,-4,-1,26,11,39
N#CC12C(=N)CCC1C1CC2C2C3C=CC(C3)C12 (stereo not drawn),-16,-39,2,2,-11,-7
C=C/C=C/CC=C,34,85*,7,1,60,21
CCOC(=S)SCc1cc(C(C)(C)C)c(O)c(C(C)(C)C)c1,3,-20,20,14,2,1
COc1ccc(/C=C2/N=C(c3ccccc3)OC2=O)cc1,-3,-29,0,-8,-7,-2
CC1C(c2ccc3c(c2)OCO3)CC(Cl)CC12C=C1OCOC1=CC2=O (stereo not drawn),19,10,27,-12,22,54
CCC(O)CC(CC)CO (stereo not drawn),-4,-33,4,-3,-10,-12
CN1CCCC(CO)C1 (stereo not drawn),-11,7,-8,-10,-5,8
C=CCOc1ccc(N)c([N+](=O)[O-])c1,42,14,23,41,3,37
COC(=O)[C@@H]1[C@H](O)CCC2=C(CC(=O)c3ccoc3)[C@H](C)CC[C@]21C,-24,-19,-40,-18,-31,-44
Cc1cc2c(cc1Cl)SSc1cc(Cl)c(C)cc1S(=O)(=O)Nc1nc(N)nn1C(O)n1nc(N)nc1NS2(=O)=O,8,21,9,11,0,30
CC(=O)Nc1ccc(C(=O)NN2C(=O)C(Cl)C2c2ccc([N+](=O)[O-])cc2)cc1 (stereo not drawn),0,1,-2,20,8,-24
CCN(CC#N)c1ccc(Nc2cc(Cl)ccc2Cl)cc1,9,/,/,-22,0,/
Nc1ncnc2c1ncn2-c1ccc(N(CCO)CCO)cc1,6,-30,-1,-12,8,-9
Clc1ccc(/C=C/c2nc(Cl)c(-c3ccc(Cl)cc3)c(Cl)n2)cc1,-15,14,-3,-19,5,-24
COc1ccc(C(O)S(=O)(=O)O)cc1 (stereo not drawn),-1,-7,-10,-14,1,-22
CC(=O)OCC(CBr)(CBr)COC(C)=O,9,-102,-6,-41,23,-21
COC(=O)/C=C/C=C/C(=O)OC,-5,-42,-3,-2,4,-30
CCCNC(=O)Nc1ccc(OCC)cc1,0,-37,-15,-11,6,2
CC1=C(C)C(=O)C2=C(OCCCO2)C1=O,-7,5,-1,-21,10,49
Cc1nc2ccc(F)cc2c2c1CCN2c1ccc(Cl)cc1,12,-3,-7,13,5,-9
COC(=O)c1ccc(COC(=O)N2C=CCC2C(=O)O)cc1 (stereo not drawn),20,12,13,-20,1,4
CCc1ccc(CC(=S)N2CCOCC2)cc1,4,-2,6,1,-4,-16
CC1(C)CC(=O)C(CSC(=O)c2ccccc2)C(=O)C1,-2,-1,17,-5,20,9
COCC(C)(c1cn(C)c2ccccc12)c1cn(C)c2ccccc12,-2,-18,-11,-19,-10,5
CC(CC#N)NC(=O)C1CCC(N)=N1 (stereo not drawn),-14,1,-9,-18,-10,-7
CCC1(C#N)N=C(c2ccccc2)c2ccccc2N1C(=O)OC (stereo not drawn),6,-29,18,-2,18,-35
Cc1cc2c(=O)cc(-c3ccccc3Cl)oc2c(C#N)c1C,26,27,26,32,35,24
CC(C)COC(=O)c1ccc(NC(=O)CN2CC(C)OC(C)C2)cc1 (stereo not drawn),44,57,62,-10,47,8
CCC(O)(CC)c1ccc2ncccc2c1,4,-19,8,6,7,-7
CCOC(=O)Cc1[nH]c(C(=O)c2ccccc2)cc1C(=O)c1ccccc1,-45,5,-36,-9,-43,-24
CCCCC1NC(=O)OC1=O (stereo not drawn),-24,2,-11,-31,-33,-20
CCOC(=O)/C(=C/c1cccc(OC)c1)N(CC)CC,11,27,-2,-2,-6,21
Cn1c(NC(=O)NC23CC4CC(CC(C4)C2)C3)nc2ccccc21,-39,-15,-38,-38,-32,1
C/C(O)=C(/C=NC(=S)c1ccncc1)C(=O)Nc1ccccc1,-37,-26,-49,-2,-36,-45
CCCCCCCCCCNC(=O)CCC(NC(=O)c1ccc(N(C)Cc2cnc3nc(N)nc(N)c3n2)cc1)C(=O)NCCCCCCCCCC (stereo not drawn),6,6,-4,3,-4,-13
CCCCCOc1nc2c(c(=O)n(C)c(=O)n2C)n1C,0,-18,5,-3,1,3
C=C(C)C(=O)OC1CC2(C)OC(=CC2=O)C(C)CC2OC(=O)C(=C)C12 (stereo not drawn),13,25,29,18,-35,33
COc1ccc2c(c1)CN(CCc1ccc([N+](=O)[O-])cc1)CO2,17,-7,27,19,21,27
CC(NC(=O)OC(C)(C)C)C(=O)C(N)=O (stereo not drawn),-16,19,-28,3,-12,8

# Carrying on.
SMILES,rad50,cln2 rad14,sgs1 mgt1,yeast mec2-1,yeast mlh1 rad18,bub3
CC(=O)Oc1c(C(OC(C)=O)OC(C)=O)ccc([N+](=O)[O-])c1OC(C)=O,34,6,36,29,19,9
Oc1c(Br)c(Br)c(O)c(Br)c1Br,99*,37,95*,99*,98*,98*
O=C1C=C2CCN(C(=O)c3ccccc3)CC2O1 (stereo not drawn),4,-25,-7,10,0,-7
COc1ccc2c(c1)OC(C)(C)C(c1ccccc1)=C2c1ccc(OCCN2CCCC2)cc1,100*,99*,100*,100*,100*,99*
O=C(Nc1ccc(S(=O)(=O)N2CCCCC2)cc1)OC1CCCCC1,16,24,-4,4,-5,31
CCN(CC)CCNC(=O)c1ccc(I)cc1,-43,-26,-1,-15,-31,-4
Cn1c(C(C)(O)c2cc3c(Cl)nccc3n2C)cc2c(Cl)nccc21,15,5,10,10,37,2
Cc1ccc(SCc2ccc(Cl)cc2)nn1,4,-14,-2,0,-5,27
C=C1CCCC2OC(OC)CCC12 (stereo not drawn),-23,1,-6,-11,-11,-22
CC(C)N(Cc1ccccc1)CC(O)c1ccc(Cl)cc1 (stereo not drawn),16&35,-32&-14,16&10,-6&5,19&37,16&-14
O=S1(=O)OCCOS(=O)(=O)C1Cc1cccc2ccccc12,-22,1,-8,16,14,9
CCCCNC(=O)Nc1nc2ccccc2s1,25,38,12,2,-2,-3
Cc1cccc(/C=N/Nc2cc(C)c3ccccc3n2)n1,97*,82*,98*,89*,83*,94*
Oc1ccc(Br)cc1C=Nc1ccc(Cl)cc1,30,16,34,17,9,14
Cc1cccc[c]1[Sn]([Cl])([S]/C(C#N)=N/N=C/c1ccc(N(C)C)cc1)[c]1ccccc1C,97*,97*,98*,98*,98*,97*
O=C1c2cccnc2C(=O)C2CC3=C(CCCC3)CC12 (stereo not drawn),98*,88*,97*,97*,99*,97*
O=C(Nc1ccc(Cl)cc1[N+](=O)[O-])Oc1ccc(-c2ccccc2)cc1Cl,100*,99*,100*,100*,100*,99*
COc1ccc(/C=C2/C(=O)N(C(=O)c3ccc(Cl)cc3)N=C2C)cc1OC,-19,-4,-33,-37,-36,-17
C=CCNC1=C(C(=O)OCC)C(=O)CO1,-21,16,0,-21,2,9
COc1cc2c(oc(=O)c3c4occc4cc(OC)c23)c2cccc(O)c12,-32,-14,-37,-47,-56,-25
CC(C)(C)C1CCC(O)(c2ccccc2)CC1 (stereo not drawn),13&29,-6&14,-19&-9,2&-11,17&-3,22&41
O=S1(=O)c2ccccc2-c2nccc3ccnc1c23,47,15,29,17,40,30
CCCCCCCCCCCCCCCCCCc1cc(C)ccc1C,0,-18,31,3,1,14
C/C(CC/C(C)=N/NC(N)=O)=N/NC(N)=O,2,1,-10,-4,-9,22
CCCCCC(/C=N/Nc1ccccn1)=C\c1ccccc1,0,-18,4,-2,-17,-17
CC(C)c1ccc(/C=C2\CCC/C(=C\c3ccc(C(C)C)cc3)C2=O)cc1,-7,-12,10,-17,-4,-20
CC(C)(C)SC(C)(C)C,-15,-62,2,5,7,-12
C=C1C(=O)OC(CCCCCCCCCCCCCC(C)=O)[C@H]1C(=O)O (stereo partly drawn),10,5,22,-10,10,-11
CCCCOC1CCS(=O)(=O)C1 (stereo not drawn),14,6,-6,-2,17,-3
COc1c2c(cc3c1C(=O)Cc1ccc4c(c1CN(C)CC3)OCO4)OCO2,7,24,-1,-3,7,9

# 3 entries from above, arranged by heavy-atom count, smallest number first:
SMILES,rad50,cln2 rad14,sgs1 mgt1,yeast mec2-1,yeast mlh1 rad18,bub3
CC(=O)OCC(CBr)(CBr)COC(C)=O,9,-102,-6,-41,23,-21
C/C(O)=C(/C=NC(=S)c1ccncc1)C(=O)Nc1ccccc1,-37,-26,-49,-2,-36,-45
COc1cc2c(oc(=O)c3c4occc4cc(OC)c23)c2cccc(O)c12,-32,-14,-37,-47,-56,-25

# (cont.)
SMILES,rad50,cln2 rad14,sgs1 mgt1,yeast mec2-1,yeast mlh1 rad18,bub3
O=C(O)[C@@H]1CCC(=O)N1C(c1ccc2c(c1)OCO2)c1ccc2c(c1)OCO2,-52,4,-31,-18,-24,-15
Cn1ncc(=O)[nH]c1=S,-7,18,-1,-14,4,8
O=[N+]([O-])c1nccn1CCCl,20,-26,2,-4,-2,-10
CN(C)c1ccccc1C1CCCCC1O (stereo not drawn),6,5,4,0,-5,-6
